DDE Tn6 FP inh: inhibitors of Tn6 peptide binding to fibrin DD(E), primary screen, biochemical, fluorescence polarization, human fibrin, Tn6 probe | 370,000 tested, 0.21% active | Fibrinogen beta chain (Homo sapiens), P02675 | Fibrin DD(E) TRITC-Tn6 fluorescence polarization displacement | inhibition, % at 8.3 µM;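 active means inhibition above a per-campaign cutoff: mean of compounds within control limits plus 3 SD, cut at about 15% in these data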;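 further: 0% = median of all compound wells on the plate and 100% = blocking peptide control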
sPLA2-III inh: human group III sPLA2 inhibitors, primary screen, biochemical, QFRET, BODIPY PC-A2 liposome substrate | Group 3 secretory phospholipase A2 (Homo sapiens), Q9NZ20 | AID 743126, 2013 | QFRET BODIPY PC-A2 liposome hydrolysis, fluorescence | inhibition, % at 12.2 µM | 370,000 tested, 0.56% active;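 active means inhibition above mean plus 3 SD of compounds lying within the high and low control bounds, cut at about 19% in these data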;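 further: 0% = median of test compound wells and 100% = no enzyme DMSO wells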
ASAP1 inh: inhibitors of human ASAP1 ArfGAP activity, primary screen, biochemical, fluorescence polarization; Arf-GAP with SH3 domain, ANK repeat and PH domain-containing protein 1 (Homo sapiens), …; ASAP1-stimulated ARF1 GTP hydrolysis, GDP FP detection; inhibition, % at 16.5 µM; 360,000 tested, 0.19% active; AID 624377, 2012; in the data active means inhibition above about 25%;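 further: 0% = vehicle with enzyme and substrate and 100% = no enzyme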
KLK7 zymogen act: proKLK7 zymogen activators, primary screen, biochemical, fluorescence intensity. Kallikrein-7 (Homo sapiens), P49862. purified proKLK7, EDANS-DABCYL substrate fluorescence; 100% is mature enzyme control, 0% vehicle. activation, % at 7 µM. 370,000 tested, 0.9% active. AID 652039, 2013;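 active means activation above the mean of all tested compounds plus 3 SD, computed per campaign excluding outliers beyond control limits, cut at about 13% in these data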
Target sequence (P49862 whole entry, looked up): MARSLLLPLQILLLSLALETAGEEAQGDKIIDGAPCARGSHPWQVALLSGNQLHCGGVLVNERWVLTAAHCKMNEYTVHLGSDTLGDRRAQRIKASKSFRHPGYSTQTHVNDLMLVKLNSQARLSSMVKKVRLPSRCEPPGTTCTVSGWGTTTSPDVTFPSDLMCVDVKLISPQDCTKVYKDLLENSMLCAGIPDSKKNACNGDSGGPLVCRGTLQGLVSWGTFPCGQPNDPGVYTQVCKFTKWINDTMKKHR
PLCg1 inh: PLC-gamma1 enzyme inhibitors, primary screen, biochemical, fluorescence, purified enzyme; 1-phosphatidylinositol 4,5-bisphosphate phosphodiesterase gamma-1 (Homo sapiens), P19174; fluorogenic substrate; 370,000 tested, 0.84% active; AID 720700, 2013; inhibition, % at 12.2 µM; in the data active means inhibition above about 9.5%
Rev-erbA mod: modulators of Rev-erb alpha DNA binding, primary screen, biochemical, FITC-DNA, fluorescence polarization, uHTS. 370,000 tested, 0.79% active. Nuclear receptor subfamily 1 group D member 1 (Homo sapiens), P20393. activity, % at 10 µM. Rev-erbα–FITC-DNA binding, 90 min;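 active means activity above about 14%, limit read from the data; passing the limit was not always enough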;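 further: 0% = DMSO wells with 35 nM protein and 100% = DMSO wells with 750 nM protein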
Target sequence (P20393 whole entry, looked up): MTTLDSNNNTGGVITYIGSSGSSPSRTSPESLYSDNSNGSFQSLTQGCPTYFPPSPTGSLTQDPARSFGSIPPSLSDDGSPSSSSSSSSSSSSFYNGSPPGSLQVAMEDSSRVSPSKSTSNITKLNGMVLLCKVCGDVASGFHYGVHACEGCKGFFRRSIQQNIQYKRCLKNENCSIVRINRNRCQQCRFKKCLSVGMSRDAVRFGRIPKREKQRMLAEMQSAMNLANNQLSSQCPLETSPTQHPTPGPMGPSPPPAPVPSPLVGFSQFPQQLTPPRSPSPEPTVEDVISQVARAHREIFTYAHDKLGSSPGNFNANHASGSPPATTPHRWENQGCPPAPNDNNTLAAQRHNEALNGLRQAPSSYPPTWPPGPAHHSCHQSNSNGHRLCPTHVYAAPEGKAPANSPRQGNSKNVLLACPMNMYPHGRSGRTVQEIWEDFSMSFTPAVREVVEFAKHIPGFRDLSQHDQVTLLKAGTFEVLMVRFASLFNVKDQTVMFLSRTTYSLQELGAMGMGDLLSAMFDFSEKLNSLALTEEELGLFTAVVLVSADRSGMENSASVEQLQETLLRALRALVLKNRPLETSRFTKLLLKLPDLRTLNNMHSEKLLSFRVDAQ
PLCb3 inh: human PLC-beta3 inhibitors, primary screen, biochemical, fluorescence. inhibition, % at 12.2 µM. Purified PLC-beta3, fluorogenic substrate. 370,000 tested, 0.18% active; in the data active means inhibition above about 11%;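 further: 0% = median of compound wells on plate and 100% = full blocker control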
DDE Tn7 FP inh: inhibitors of Tn7 peptide binding to fibrin DD(E), primary screen, biochemical, fluorescence polarization, human fibrin, Tn7 probe | Fibrinogen beta chain (Homo sapiens), P02675 | FP displacement of FITC-Tn7 peptide from fibrin DD(E); 0% = median of compound wells per plate | inhibition, % at 8.3 µM | 370,000 tested, 0.13% active;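 active means inhibition above the mean of compounds falling within the control limits plus 3 SD of them, cut at about 14% in these data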;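 further: 0% = plate median of compound wells and 100% = 10 µM Aha-Tn7 peptide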
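Test system: human clot-derived fibrin DD(E) complex / Quantity: 2 µM final DD(E) protein / Incubation: 10 min plus 3 h, room temperature / Measured by: fluorescence polarization / Benchmarks: high control of 10 µM Aha-Tn7 peptide / Replicates: singlicate testing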
ARFGAP1 inhibitor: inhibitors of rat ARFGAP1 GAP activity, primary screen, biochemical, fluorescence polarization, GDP tracer; ADP-ribosylation factor GTPase-activating protein 1 (Rattus norvegicus), Q62848; Arfgap1-stimulated ARF1 GTP hydrolysis, GDP FP detection; inhibition, % at 16.5 µM; 360,000 tested, 0.26% active;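 active means inhibition above a per-plate limit, mean inhibition of low control wells plus 3 SD, cut at about 25% in these data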;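 further: 0% = DMSO wells with enzyme and 100% = wells lacking Arfgap1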
Target sequence (Q62848 1-136 limits assumed): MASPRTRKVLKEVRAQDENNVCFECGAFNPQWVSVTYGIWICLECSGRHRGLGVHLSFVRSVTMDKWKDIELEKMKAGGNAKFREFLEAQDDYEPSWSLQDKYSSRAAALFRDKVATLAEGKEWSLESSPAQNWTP
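System: truncated rat Arfgap1 GAP domain / Benchmarks: high control wells lacking Arfgap1, low control full reaction with DMSO / Times: compound-enzyme preincubation 20 min, reaction 120 min, detection 60 min, 25 °C / Repeats: one replicate per compound / Also added: human ARF1(Δ1-17)-GTP substrate / Measured by: Tracer-displacement fluorescence polarization with EDTA stop, 620/688 nm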
UHRF1 binding: UHRF1 methylated DNA binding inhibitors, primary screen, counter-screen for MBD2 inhibitor project, biochemical, TR-FRET, human UHRF1, single concentration; UHRF1 binding to methylated oligo; E3 ubiquitin-protein ligase UHRF1 (Homo sapiens), Q96T88; inhibition, % at 4.4 µM; 370,000 tested, 0.75% active; in the data active means inhibition above about 21%;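 further: UHRF1 SRA domain binding a hemimethylated CpG hairpin DNA probe; 0% = median of test compound wells and 100% = reference inhibitor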
* = called active by the depositor; x = no result given. Compounds were not picked by outcome; any-hit rate near 4.5%.

SMILES	DDE Tn6 FP inh	sPLA2-III inh	ASAP1 inh	KLK7 zymogen act	PLCg1 inh	Rev-erbA mod	PLCb3 inh	DDE Tn7 FP inh	ARFGAP1 inhibitor	UHRF1 binding
CCCCn1c(N)c(N(CC(C)C)C(=O)CN2C(=O)C3CCCCC3C2=O)c(=O)[nH]c1=O (stereo not given)	2	6	9	-0.2	1	0	-4	10	-9	1
N#CCCc1cccc(CCC#N)c1	3	-1	3	0.4	0	-1	4	3	-6	-6
COc1ccc(C(C(=O)NCC2CCCO2)N(C(=O)c2snc(C(N)=O)c2N)c2ccc(C)cc2)cc1OC (stereo not given)	5	1	-8	2.5	-70	-5	-121	-2	0	-2
Cc1cccc(C(=O)OCC(=O)c2c(C)[nH]c3ccccc23)c1O	3	1	-5	0.2	-9	13	-23	2	-3	12
COc1ccccc1CC(=O)NNS(=O)(=O)c1ccccc1[N+](=O)[O-]	-2	3	3	-1.2	3	6	3	0	-1	-1
O=C(Nc1ccc(Cl)cc1)C1C2C=CC3(O2)C1C(=O)N(CCCN1CCCCC1)C3C(=O)NC1CCCCC1 (stereo not given)	0	0	1	-0.3	1	6	-4	-1	3	1
COc1cccc(NC(=O)C(=O)NCC(c2ccco2)N2CCc3ccccc3C2)c1 (stereo not given)	7	-2	-4	0.0	-1	3	2	-8	4	-3
CCC(=O)Nc1c(C)n[nH]c1C	-8	-2	-14	0.6	-1	8	2	-5	-12	1
Cc1nc2cc(NC(=O)NCc3ccco3)ccc2n1C	7	4	4	-0.6	-13	-5	4	8	11	-1
CCCOc1ccc(F)cc1-c1cc(C(=O)NCc2cccs2)[nH]n1	-8	-2	-11	-0.3	1	3	4	-2	7	-1
Cc1cc(SCC(=O)OCC(=O)N(C)C2CCS(=O)(=O)C2)c(C)cc1Br (stereo not given)	-3	4	-17	0.1	0	-4	-7	2	-7	0
O=C(NC(=S)Nc1ccccc1[N+](=O)[O-])c1cncc(Br)c1	2	7	-7	-0.5	5	7	1	4	4	-2

Grouped by structure: the entries above containing four or more nitrogen atoms
SMILES	DDE Tn6 FP inh	sPLA2-III inh	ASAP1 inh	KLK7 zymogen act	PLCg1 inh	Rev-erbA mod	PLCb3 inh	DDE Tn7 FP inh	ARFGAP1 inhibitor	UHRF1 binding
CCCCn1c(N)c(N(CC(C)C)C(=O)CN2C(=O)C3CCCCC3C2=O)c(=O)[nH]c1=O (stereo not given)	2	6	9	-0.2	1	0	-4	10	-9	1
COc1ccc(C(C(=O)NCC2CCCO2)N(C(=O)c2snc(C(N)=O)c2N)c2ccc(C)cc2)cc1OC (stereo not given)	5	1	-8	2.5	-70	-5	-121	-2	0	-2
O=C(Nc1ccc(Cl)cc1)C1C2C=CC3(O2)C1C(=O)N(CCCN1CCCCC1)C3C(=O)NC1CCCCC1 (stereo not given)	0	0	1	-0.3	1	6	-4	-1	3	1
Cc1nc2cc(NC(=O)NCc3ccco3)ccc2n1C	7	4	4	-0.6	-13	-5	4	8	11	-1
O=C(NC(=S)Nc1ccccc1[N+](=O)[O-])c1cncc(Br)c1	2	7	-7	-0.5	5	7	1	4	4	-2

Further structures
SMILES	DDE Tn6 FP inh	sPLA2-III inh	ASAP1 inh	KLK7 zymogen act	PLCg1 inh	Rev-erbA mod	PLCb3 inh	DDE Tn7 FP inh	ARFGAP1 inhibitor	UHRF1 binding
O=C(COC(=O)CCc1ccccc1)NC(c1ccccc1)c1ccccc1	-3	-14	4	0.6	5	1	0	-3	8	-2
COc1ccc(CC(=O)Nc2nc(-c3cccnc3)cs2)cc1	3	2	-12	0.4	-1	3	-2	3	4	2
COc1ccc(Cc2nnc3c4cnn(C)c4ncn23)cc1	-12	-3	8	0.1	3	-6	3	0	0	0
COC(=O)C/C=N/N=C1/NC(=O)/C(=C/C(=O)O)S1	3	-4	-4	0.8	-19	-5	-36	-2	3	9
CC1(C)NC(=O)N(CC(=O)OCC(=O)c2ccc(F)cc2)C1=O	-1	0	-10	0.0	0	-7	1	0	-10	3
O=C(NC(NCCCN1CCOCC1)(C(F)(F)F)C(F)(F)F)C1CCCCC1	-5	0	-10	0.3	-3	0	0	-1	10	0
COC(=O)[C@]12C[C@H](CC(=O)N3CCSCC3)C(=O)N(Cc3ccc(Cl)cc3Cl)C1=C[C@H](C(C)(C)C)O[C@@H]2C	2	2	x	0.3	-2	2	3	-3	x	-4
O=C(O)CSc1ccc(Oc2ccc(SCC(=O)O)cc2)cc1	5	-1	-13	0.4	2	-2	1	2	-14	-1
CCc1ccc(C(=O)Nc2ccc(C)c(NS(C)(=O)=O)c2)cc1	-4	-4	2	-0.1	-1	6	-2	0	1	-2
COc1ccc(OC)c2[nH]c(=O)c(CCNC(=O)c3ccc(S(=O)(=O)N(C)C)cc3)cc12	1	-4	0	0.6	-3	3	-4	-10	12	1
Cc1ccc(S(=O)(=O)N(C)c2ccc(OCC(=O)OCc3nnc(-c4ccccc4)o3)cc2)cc1	6	-9	-3	-0.2	-2	4	-8	2	4	2
CCOC(=O)N1CCN(C(=O)C[C@H]2C[C@@]3(C(=O)OC)C(=C[C@H](COCc4ccccc4)O[C@@H]3C)N(Cc3cccc4ccccc34)C2=O)CC1	2	-21	x	0.4	4	-4	2	4	x	-2
CCCCCCCCn1c(N2CCN(c3cccc(Cl)c3)CC2)nc2c1c(=O)[nH]c(=O)n2C	3	10	-14	0.2	2	4	-1	10	-8	2
CC1(C)OC(=O)C2=C(C[C@@H](C3CCCCC3)O[C@H]2c2ccccc2)O1	7	-3	2	-0.4	2	-6	0	8	-10	19
CN(CC(=O)Nc1cccc(S(=O)(=O)N2CCCCC2)c1)Cc1ccc(F)cc1	2	-9	-3	0.1	4	3	-6	2	13	1
COc1cccc(CNc2nn[nH]n2)c1OC	-4	-2	-5	0.5	0	4	1	-3	-3	2
Cc1ccc(-c2n[nH]c(=S)n2/N=C/c2ccncc2)cc1	-3	9	3	-0.6	3	1	4	-4	-8	-3
Cc1ccc(S(=O)(=O)Cn2nnnc2CN2CCCC3(CCCCC3)C2)cc1	-3	-10	2	0.5	-2	5	-4	-1	6	-1
CCCCNc1nc(-c2ccccc2)c(C(=O)OCC)cc1C#N	6	-6	1	-0.2	-232	1	-294	-9	1	-2
COc1cc(C(=O)Nc2nc(-c3cc(C)ccc3C)c(C)s2)ccc1OCC(=O)Nc1ccc(F)cc1	-2	-1	0	-0.7	-1	71*	-2	9	0	3
CCc1nc(SCC(=O)Nc2ccc3c(c2)OCCO3)c2oc3ccccc3c2n1	2	5	-6	0.5	2	172*	3	-4	13	3
Cc1ccc(C)c(NC(=O)C[n+]2ccccc2)c1	-1	0	-1	-0.3	2	-6	-3	-3	-3	-1
O=C(NCCCn1ccnc1)c1ccc(OCC(F)(F)F)cc1	0	-3	-4	0.1	2	2	-7	1	-14	-4
Cc1ccc(C)c(S(=O)(=O)NCc2ccc(C(=O)N3CCCCCC3)cc2)c1	-5	-12	-9	0.0	2	2	-7	4	5	2

5 of the compounds above, with two lines to a compound:
Results follow in this order: DDE Tn6 FP inh, sPLA2-III inh, ASAP1 inh, KLK7 zymogen act, PLCg1 inh, Rev-erbA mod, PLCb3 inh, DDE Tn7 FP inh, ARFGAP1 inhibitor, UHRF1 binding
Cc1cc(SCC(=O)OCC(=O)N(C)C2CCS(=O)(=O)C2)c(C)cc1Br (stereo not given)
→ -3, 4, -17, 0.1, 0, -4, -7, 2, -7, 0
O=C(NC(=S)Nc1ccccc1[N+](=O)[O-])c1cncc(Br)c1
→ 2, 7, -7, -0.5, 5, 7, 1, 4, 4, -2
O=C(COC(=O)CCc1ccccc1)NC(c1ccccc1)c1ccccc1
→ -3, -14, 4, 0.6, 5, 1, 0, -3, 8, -2
COc1ccc(CC(=O)Nc2nc(-c3cccnc3)cs2)cc1
→ 3, 2, -12, 0.4, -1, 3, -2, 3, 4, 2
COc1ccc(Cc2nnc3c4cnn(C)c4ncn23)cc1
→ -12, -3, 8, 0.1, 3, -6, 3, 0, 0, 0

Reprinted at random: two records from the list
SMILES	DDE Tn6 FP inh	sPLA2-III inh	ASAP1 inh	KLK7 zymogen act	PLCg1 inh	Rev-erbA mod	PLCb3 inh	DDE Tn7 FP inh	ARFGAP1 inhibitor	UHRF1 binding
O=C(NCCCn1ccnc1)c1ccc(OCC(F)(F)F)cc1	0	-3	-4	0.1	2	2	-7	1	-14	-4
CCCCCCCCn1c(N2CCN(c3cccc(Cl)c3)CC2)nc2c1c(=O)[nH]c(=O)n2C	3	10	-14	0.2	2	4	-1	10	-8	2

(continued)
SMILES	DDE Tn6 FP inh	sPLA2-III inh	ASAP1 inh	KLK7 zymogen act	PLCg1 inh	Rev-erbA mod	PLCb3 inh	DDE Tn7 FP inh	ARFGAP1 inhibitor	UHRF1 binding
COc1ccc(N(CC(=O)NCc2ccc(C)cc2)S(=O)(=O)c2c(C)noc2C)cc1	4	10	-4	-0.3	-1	-4	-7	1	2	10
CCC(=O)N1CCC(C)(C(=O)NCc2cccc(OC)c2)C1 (stereo not given)	-5	1	7	0.1	3	9	4	2	15	1
O=C(N/C(=C/c1ccco1)C(=O)N1CCCCCC1)c1cccs1	1	-4	-2	-0.2	-12	0	-16	-6	10	-3
COCCN1Cc2cc(C(=O)OC)c3c(c2C1=O)c1ccccc1n3S(=O)(=O)c1ccc(OC)cc1	-1	-1	4	0.1	-4	-4	-5	1	-1	-2
CCCCOc1ccc(C(=O)n2ccc3ccc(-c4ccc5ccn(Cc6ccc(OC)cc6)c5c4)cc32)cc1	0	10	x	-0.1	-33	35*	-47	-3	x	1
Cc1cc(NS(C)(=O)=O)c(=O)n(Cc2cccc(C(F)(F)F)c2)c1	5	21*	-13	-0.5	-4	1	-9	2	-9	-2
COc1ccc(NS(=O)(=O)c2cccc3cccnc23)cc1Cl	-9	-16	-8	0.6	2	-6	-4	-2	23	-3
CCCCC(c1nnnn1CS(=O)(=O)c1ccc(C)cc1)N1CCC(C(N)=O)CC1 (stereo not given)	2	3	-3	-0.3	0	-1	-6	7	12	2
C(=C\c1ccccc1)/CN1CCN(C(c2ccccc2)c2nnnn2C2CCCC2)CC1 (stereo not given)	-4	-8	-10	-0.4	-1	3	7	-5	7	0
COC(=O)c1ccc(COC(=O)CNC(=O)c2cccs2)cc1	-8	-2	-4	0.2	1	-6	-3	-4	-4	-1
